Assay outcomes from PubChem BioAssay.
KCNQ1 block: human KCNQ1 channel inhibition; CHO-K1 KCNQ1, FluxOR thallium flux fluorescence; stronger effect = higher value; P51787; hit rate 1.3% among 310,000; B-score at 10 µM; AID 2642;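 active = compounds whose thallium flux B-score, printed positive for inhibition, exceeds three library SD while starting fluorescence stays within three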;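 also: channel opened by potassium depolarization with thallium stimulus after 20 min compound exposure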
TRPC4 act: activators of mouse TRPC4 channel | hit rate 0.49% among 310,000 | B-score at 10 µM | HEK293 TRPC4beta/mu-opioid, Fluo4 calcium fluorescence; stronger effect = higher value;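 active = B-score above 5 SD of library B-scores, and initial fluorescence ratio not above library mean plus 5 SD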;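 also: positive B-score marks a calcium rise read as TRPC4 activation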
Target sequence (Q9QUQ5 whole entry, looked up): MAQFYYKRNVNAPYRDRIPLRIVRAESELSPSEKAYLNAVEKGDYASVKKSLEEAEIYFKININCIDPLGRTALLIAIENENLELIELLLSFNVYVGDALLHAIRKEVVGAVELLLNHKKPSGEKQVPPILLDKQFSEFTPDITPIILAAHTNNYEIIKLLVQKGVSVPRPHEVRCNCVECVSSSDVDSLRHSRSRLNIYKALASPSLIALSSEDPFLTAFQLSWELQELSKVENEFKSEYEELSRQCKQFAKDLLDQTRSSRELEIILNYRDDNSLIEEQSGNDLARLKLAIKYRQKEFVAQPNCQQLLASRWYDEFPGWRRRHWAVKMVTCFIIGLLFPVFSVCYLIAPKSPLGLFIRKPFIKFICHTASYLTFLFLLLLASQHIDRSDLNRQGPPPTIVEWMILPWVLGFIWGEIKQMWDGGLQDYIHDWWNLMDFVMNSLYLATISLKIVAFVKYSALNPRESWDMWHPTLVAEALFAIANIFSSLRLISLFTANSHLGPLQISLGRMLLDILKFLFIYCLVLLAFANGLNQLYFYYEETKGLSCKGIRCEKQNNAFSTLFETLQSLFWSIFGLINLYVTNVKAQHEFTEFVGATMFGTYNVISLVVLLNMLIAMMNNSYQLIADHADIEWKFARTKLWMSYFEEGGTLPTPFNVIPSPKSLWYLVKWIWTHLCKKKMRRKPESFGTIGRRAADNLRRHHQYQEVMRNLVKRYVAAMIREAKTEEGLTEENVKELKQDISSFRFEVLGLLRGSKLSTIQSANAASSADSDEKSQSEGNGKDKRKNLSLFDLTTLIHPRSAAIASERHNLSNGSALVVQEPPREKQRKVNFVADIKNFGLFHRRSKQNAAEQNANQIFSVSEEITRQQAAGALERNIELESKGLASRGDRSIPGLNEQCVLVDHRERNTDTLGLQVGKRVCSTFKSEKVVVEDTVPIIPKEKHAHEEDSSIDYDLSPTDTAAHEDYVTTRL
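System – HEK293 cells stably co-expressing mouse TRPC4beta and mu-opioid receptor · Signal – Fluo4 calcium-sensitive dye fluorescence, kinetic, 1 Hz baseline · Benchmarks – buffer (low) and maximal DAMGO (high) · Read-out – B score of integrated fluorescence ratio per well · Incubation – dye loading 45 min room temperature, 110 s kinetic read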
Dyrk1A ADPGlo: blocks rat Dyrk1A kinase activity | Q63470 | ADP-Glo luminescence, NFATc1 peptide | inhibition, % at 12.5 µM | hit rate 0.43% among 310,000 | AID 504441; in the data active = inhibition above about 50%;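 also: plate controls were vehicle with enzyme for no effect and no enzyme for full effect; many of its hits are not listed in these tables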
hERG protect: hERG (human) protection from proarrhythmic block; CHO-hERG, FluxOR thallium flux, dofetilide IC70 present; activation (rescue from dofetilide block), less the hit threshold, % at 10 µM; hit rate 0.51% among 310,000;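 active = activation above the mean of controls blocked by dofetilide plus 5 SD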;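 also: thallium influx through hERG after potassium depolarization seen as dye fluorescence rise; in these data hits start at about 4.7%; inactives centre near -7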
TRPC4 block: inhibitors of mouse TRPC4 channel; Q9QUQ5; HEK293 TRPC4beta/mu-opioid, DAMGO-evoked Fluo4 calcium flux; stronger effect = lower value; B-score at 10 µM; hit rate 0.39% among 300,000; AID 2247;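 active = B-score over 3 SD under the library average, no early fluorescence shift, positive overall ratio signal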
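Material: HEK293 cells with stable TRPC4beta plus mu-opioid receptor expression / Probe or stimulus: DAMGO in two steps, submaximal then maximal / Compound: single concentration per test compound / Technique: kinetic Fluo4 fluorescence imaging of calcium influx / Read-out: per-well B score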
TRPC4 potent: allosterically enhances the mouse TRPC4 cation channel | Q9QUQ5 | HEK293 TRPC4beta/mu-opioid, DAMGO EC20, Fluo-4 Ca2+ flux; stronger effect = higher value | B-score at 10 µM | hit rate 0.42% among 310,000 | AID 2227;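 active = B-score of calcium response area above 5 SD of library B-scores, with initial fluorescence ratio within 5 SD of library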;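 also: B-score of integrated fluorescence ratio over time as area under calcium response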
PolyA inhibitor: inhibitors of polyadenylation in S. cerevisiae; S. cerevisiae SKY197-pL101 polyadenylation reporter, beta-gal luminescence; efflux-impaired pdr1/pdr3 knockout yeast; score 100 = 6 SD above DMSO; calls only at 12 µM; hit rate 0.02% among 300,000; AID 1875;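 active = lowest replicate activity score at least 50, where 100 means six control SD above control mean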;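 also: yeast exposed to compound for 9 h at 30 °C; higher score means more reporter readthrough which indicates perturbed polyadenylation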
KCNK3 block: human KCNK3 channel inhibition, primary screen; AID 602410; CHO-KCNK3 thallium flux, FluxOR fluorescence; stronger effect = lower value; B-score at 10 µM; hit rate 0.84% among 340,000;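 active = B-score under library mean minus 4 SD, starting fluorescence ratio at most library mean plus 5 SD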;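 also: more negative B-score means stronger inhibition of thallium flux through KCNK3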
KCNQ1 act: potentiators or activators of human KCNQ1 potassium channel; AID 2648; P51787; hit rate 0.35% among 310,000; B-score at 10 µM; CHO-K1 KCNQ1, thallium flux FluxOR fluorescence; stronger effect = higher value;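 active = fluorescence ratio B-score, a plate-corrected score, at least three library SD, with initial intensity B-score within 5 SD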
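Schedule – 37 °C overnight plating, 90-min dark dye load, 20-min compound pretreatment · System – stable KCNQ1 CHO-K1 line · Probe or stimulus – thallium- and potassium-containing depolarizing buffer · Measured by – kinetic FluxOR fluorescence, 10 s baseline plus 110 s post-stimulus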
Platelet DG rel: platelet dense granule release activity; inhibition, %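 (compounds screened at 7.5 µM in platelet-rich plasma)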; hit rate 0.22% among 300,000; AID 1663; human platelet-rich plasma, SFLLRN dense granule ATP release, luminescence;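 active = mean replicate score, as percent of positive control, at or above 50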
KCNK9 inh: blocks the human KCNK9 two-pore domain potassium channel; Q9NPC2; B-score at 10 µM; HEK293 KCNK9, FluxOR thallium flux fluorescence; stronger effect = lower value; hit rate 1.2% among 310,000;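 active = ratio B-score over 3 SD below the library mean, with starting fluorescence within 5 SD of its mean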;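 also: negative B-score means less thallium flux so channel inhibition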
* hit, by the source's call; i = inactive; . = no result given.

SMILES	KCNQ1 block	TRPC4 act	Dyrk1A ADPGlo	hERG protect	TRPC4 block	TRPC4 potent	PolyA inhibitor	KCNK3 block	KCNQ1 act	Platelet DG rel	KCNK9 inh
O=C(O)/C=C\C(=O)Nc1ccccc1C(=O)N1CCN(c2ccc(Cl)cc2)CC1	i	i	-2	-4	i	i	i	i	i	9	i
CC(C)Cc1cc(-c2ccco2)c(C#N)c(N)n1	i	i	-5	-13	i	i	i	i	i	-2	i
CC(=O)Nc1ccc(NC(=O)Cn2cnc(S(=O)(=O)N3CCOCC3)c2)cc1	i	i	4	-5	i	i	i	i	i	10	i
CCOC(=O)c1sc(Nc2nc3c(F)cccc3s2)cc1C	i	i	-1	-7	i	i	i	i	i	-6	i
CC(=O)c1cnn(-c2nc3c(C)cccc3s2)c1C	i	i	-1	-8	i	i	i	i	i	-120	i
Cc1ccc(-c2c(C#N)c(N)n3c(nc4ccccc43)c2C#N)cc1	i	i	22	-10	i	i	i	i	i	2	i
Cc1cc(NC(=O)CSc2nc(=O)cc(N)n2-c2ccc(F)cc2)no1	i	i	-12	-9	i	i	i	i	i	-12	i
CCCCC(=O)Nc1cccc(NC(=S)NC(C)=O)c1	i	i	3	-5	i	i	i	i	i	9	i
C#CCOCCOCCOCCNc1nc(N2CCN(C(=O)[C@H](CCC(=O)O)n3cc(C(N)CO)nn3)CC2)nc(N2CCN(C(=O)[C@H](Cc3cc4ccccc4[nH]3)n3cc(C(N)[C@H](C)CC)nn3)CC2)n1 (stereo not given in full)	i	i	.	-3	i	i	i	i	i	-1	i
CCOC(=O)N1CCN(C(=O)c2ccc3c(c2)N(Cc2cc(C)ccc2C)C(=O)c2ccccc2S3=O)CC1 (stereo not given)	i	i	1	-10	i	i	i	i	i	2	i
COc1ccccc1N(CC(=O)NCCc1ccccc1)C(=O)CCC(=O)Nc1cc(C)ccn1	i	i	-3	-4	i	i	i	i	i	-31	i
CCOC(=O)c1cc(C)n(Cc2ccccc2)c1C	i	i	-6	-10	i	i	i	i	i	2	i
Cc1[nH]n(-c2ccc(Cl)cc2)c(=O)c1N=Nc1cccnc1	i	i	.	-11	i	i	i	i	i	4	i
Cc1ccccc1NC(=S)N(CCc1c(C)[nH]c2ccc(F)cc12)Cc1ccncc1	i	i	1	-11	i	i	i	i	i	6	i
Cc1ccc(S(=O)(=O)Oc2ccc(/C=C(/NC(=O)c3ccccc3)C(=O)NCC(=O)O)cc2)cc1	i	i	-3	-10	i	i	i	i	i	0	i
O=C(Nc1cccc(Cl)c1Cl)C1CCN(c2ncccn2)CC1	i	i	-3	-8	i	i	i	i	i	7	i
Cc1nc2ccccc2c(C)c1C(=O)c1ccc(F)cc1	i	i	4	-3	i	i	i	i	i	-25	i
CC1OC(O[C@H]2CC[C@]3(C)C4C=C[C@]56OC[C@@]7(CC[C@@H](C)[C@H](C)C75)[C@H](O)C[C@@]6(C)[C@]4(C)CC[C@H]3C2(C)C)C(OC2OC(CO)C(O)C(O)C2OC2OCC(O)C(O)C2O)C(O)C1O (stereo not given in full)	i	356*	.	-45	i	11*	i	.	i	2	i
N#C/C(=N\Nc1ccccc1Cl)C(=O)c1ccccc1	i	i	-7	-10	i	i	i	i	i	6	i
Cc1ccc(C(C)C)c(OCCN)c1	i	i	-12	-4	i	i	i	i	i	-6	i
CC(OC(=O)C1=COCCO1)C(=O)Nc1ccc(Cl)cn1 (stereo not given)	i	i	3	-10	i	i	i	i	i	25	i
CCC(C)OC(=O)C1C(c2ccccc2)C(C(=O)O)C1c1ccccc1 (stereo not given)	i	i	-2	-9	i	i	i	i	i	-2	i
CC(C)NC(=O)/C(=C\c1cccc([N+](=O)[O-])c1)NC(=O)c1ccccc1	i	i	-3	-8	i	i	i	i	i	0	i
Cc1cccc(C)c1OCc1nc2ccccc2[nH]1	i	i	2	-3	i	i	i	i	i	8	i
COc1cc(NC(=O)CCN2CCN(C)CC2)cc(OC)c1	i	i	4	-7	i	i	i	i	i	-1	i
O=c1c(Cl)c(NCc2ccc(F)cc2Cl)cnn1C12CC3CC(CC(C3)C1)C2	i	i	-4	-7	i	i	i	i	i	1	i
O=C(CSc1nc2ccccc2c(=O)n1-c1ccc(F)cc1F)c1c[nH]c2ccccc12	i	i	-4	-6	i	i	i	i	i	-4	i
CC12CCC(=O)N1C(C(=O)Nc1ccc(F)c(Cl)c1)CS2 (stereo not given)	i	i	-1	-18	i	i	i	i	i	-5	i
COc1ccc(NC(=O)c2cc(=O)c3ccccc3o2)cc1Cl	i	i	-4	2	i	i	i	i	i	8	i
CC1CCN(S(=O)(=O)c2ccc(S(=O)(=O)NCc3ccco3)cc2)CC1	i	i	0	-2	i	i	i	i	i	-6	i
O=C(CCn1cccc1)N1CCc2ccccc21	i	i	14	-5	i	i	i	i	i	-2	i
CCCCC1(CC(=O)OCC)C(=O)N(c2ccccc2)N(c2ccccc2)C1=O	i	i	5	-7	i	i	i	i	i	-8	i
COc1ccc(NC(=O)c2ccccc2Cl)c(NC(=O)c2ccco2)c1	i	i	4	-9	i	i	i	i	i	3	i
CSc1ccccc1NC(=O)C1CC(c2ccccc2Cl)=NO1 (stereo not given)	i	i	5	-6	i	i	i	i	i	0	i
Cc1ccc2[nH]c(=O)c3cc(C(=O)N(C)Cc4ccco4)sc3c2c1	i	i	6	-10	i	i	i	i	i	-2	i
Cc1ccc(NC(=O)COc2ccc(/C=N/NC(=O)CSCc3ccccc3)cc2)cc1	i	i	-8	-14	i	i	i	i	i	-10	i
Cc1ccc(C2CC(C(F)F)n3ncc(C(=O)Nc4c(C)nn(Cc5c(F)cccc5Cl)c4C)c3N2)cc1 (stereo not given)	i	i	-9	-6	i	i	i	i	i	-1	i
CC(OC(=O)c1cccs1)C(=O)NCc1ccccc1 (stereo not given)	i	i	-2	-5	i	i	i	i	i	-2	i
C/C(=N/OC(=O)c1c(F)cccc1F)c1nccs1	i	i	2	-11	i	i	i	i	i	-1	i
COc1ccc(OCc2cc(C(=O)NCC3(C)COC3)no2)c(Cl)c1	i	i	-1	-16	i	i	i	i	i	-24	i
O=C(CS(=O)(=O)c1ccccc1Cl)N1CCOCC1	i	i	.	-8	i	i	i	i	i	-1	i
Cc1cc(NC(=O)c2noc3c2CCc2ccccc2-3)n(-c2ccccc2)n1	i	i	8	-2	i	i	.	i	i	5	i
CN(C(=O)Cn1nnc(-c2cccnc2)n1)C1CCCCC1	i	i	.	-10	i	i	i	.	i	-9	i
Cc1ccccc1CSCc1ccc(C(=O)NCCCN2CCOCC2)o1	i	i	1	-7	i	i	i	i	i	-1	i
CC1=NN(c2ccccc2)C(=O)/C1=C\N(O)c1ccccc1	i	i	0	-4	i	i	i	i	i	8	i
O=C(NC1CC1)C1CCN(C2CCN(C(=O)Cc3ccc4c(c3)OCO4)CC2)CC1	i	i	4	-2	i	i	i	i	i	6	i
CCC(C)(C)NC(=O)CN(Cc1ccccc1Cl)C(=O)CCC(=O)Nc1cc(C)ccn1	i	i	-3	-11	i	i	i	i	i	-1	i
COc1ccc(S(=O)(=O)N(C)C)cc1NC(=O)COC(=O)CC1CCCC1	i	i	3	-3	.	i	i	i	i	-4	i
Cc1ccc2c(c1)N(CC(=O)N1CCCCC1)C(=O)C(C)O2 (stereo not given)	i	i	2	-3	i	i	i	i	i	-1	i
C=C1CCC[C@]2(C)C[C@H]3OC(=O)C(CNC(CC)CO)[C@H]3CC12 (stereo not given in full)	i	i	-1	-3	i	i	i	i	i	-6	i
CCC(CC)C(=O)OCC(=O)Nc1cccc([N+](=O)[O-])c1	i	i	0	-19	i	i	i	i	i	-1	i
Cc1ccc(S(=O)(=O)Oc2ccccc2N2C(=O)C3C4CCC(C4)C3C2=O)cc1 (stereo not given)	i	i	-4	-11	i	i	i	i	i	7	i
Cc1ccc(OCC(=O)NCCO)cc1C	i	i	5	-7	i	i	i	i	i	11	i
COc1ccc(C(C(=O)NCC2CCCO2)N(C(=O)CNC(=O)c2ccco2)c2ccccc2)cc1OC (stereo not given)	i	i	-2	-9	i	i	i	i	i	-1	i
O=C(Oc1cccc(-n2cnnn2)c1)c1ccco1	i	i	5	0	i	i	i	i	i	8	i
Cc1ccc(-c2nc(SC(C)C(=O)N3CCCC3)n[nH]2)cc1 (stereo not given)	i	i	-3	-14	i	i	i	i	i	-2	i
CN(CC1CCOCC1)C(=O)CC1C(=O)NCCN1C/C=C/c1ccccc1 (stereo not given)	i	i	-2	-6	i	i	i	i	i	-6	i
Cc1ccc(C(=O)NCc2nnc(SCC(=O)Nc3sc4c(c3C#N)CCCC4)n2C)cc1	i	i	18	-2	i	i	i	i	i	-15	i
Cc1ccc(Cl)cc1N(CC(=O)NCc1ccccc1)S(C)(=O)=O	i	i	.	-3	i	i	.	i	i	-4	i
COc1ccc(S(=O)(=O)N2CCC(C(=O)N3CCc4ccccc4C3)CC2)cc1OC	i	i	-3	-9	i	i	i	i	i	-3	i

Reprinted at random: 2 records from the list.
SMILES	KCNQ1 block	TRPC4 act	Dyrk1A ADPGlo	hERG protect	TRPC4 block	TRPC4 potent	PolyA inhibitor	KCNK3 block	KCNQ1 act	Platelet DG rel	KCNK9 inh
O=C(O)/C=C\C(=O)Nc1ccccc1C(=O)N1CCN(c2ccc(Cl)cc2)CC1	i	i	-2	-4	i	i	i	i	i	9	i
CCOC(=O)N1CCN(C(=O)c2ccc3c(c2)N(Cc2cc(C)ccc2C)C(=O)c2ccccc2S3=O)CC1 (stereo not given)	i	i	1	-10	i	i	i	i	i	2	i

The listing continues:
SMILES	KCNQ1 block	TRPC4 act	Dyrk1A ADPGlo	hERG protect	TRPC4 block	TRPC4 potent	PolyA inhibitor	KCNK3 block	KCNQ1 act	Platelet DG rel	KCNK9 inh
CCCCN=C1NC(=O)C(CC(=O)Nc2ccc(Cl)cc2)S1 (stereo not given)	i	i	2	-4	i	i	i	i	i	2	i
COc1ccc([C@@H]2COc3c(ccc4c3C=CC(C)(C)O4)C2)c(OC)c1	i	i	-1	-6	i	i	i	i	i	16	i
CC(C)CN1C(=O)c2ccc(NC(=O)C3CC3)cc2C1=O	i	i	-9	-12	i	i	i	i	i	1	i
CCOC(=O)c1cnc(SSc2ncc(C(=O)OCC)c(N)n2)nc1N	i	i	11	-5	i	i	i	i	i	1	i
C=CCN1C(=O)C2(OCCCO2)c2cccc(C)c21	i	i	1	-9	i	i	i	i	i	0	i
COc1ccc(NC(=O)c2ccc(OC)cc2)cc1	i	i	6	-11	i	i	i	i	i	13	i

This is a subset (hit frequency here may not be typical).
